High-throughput results (PubChem BioAssay)
NSD2 HMT inh: NSD2 histone methyltransferase inhibitors, primary screen, biochemical, AlphaScreen, single concentration, set 2; Histone-lysine N-methyltransferase NSD2 (Homo sapiens), O96028; NSD2 peptide methylation, 120 min; inhibition, % at 12.5 µM; 310,000 tested, 0.54% active; AID 743445, 2014; in the data active = inhibition above about 50%
Target sequence (O96028 whole entry, looked up): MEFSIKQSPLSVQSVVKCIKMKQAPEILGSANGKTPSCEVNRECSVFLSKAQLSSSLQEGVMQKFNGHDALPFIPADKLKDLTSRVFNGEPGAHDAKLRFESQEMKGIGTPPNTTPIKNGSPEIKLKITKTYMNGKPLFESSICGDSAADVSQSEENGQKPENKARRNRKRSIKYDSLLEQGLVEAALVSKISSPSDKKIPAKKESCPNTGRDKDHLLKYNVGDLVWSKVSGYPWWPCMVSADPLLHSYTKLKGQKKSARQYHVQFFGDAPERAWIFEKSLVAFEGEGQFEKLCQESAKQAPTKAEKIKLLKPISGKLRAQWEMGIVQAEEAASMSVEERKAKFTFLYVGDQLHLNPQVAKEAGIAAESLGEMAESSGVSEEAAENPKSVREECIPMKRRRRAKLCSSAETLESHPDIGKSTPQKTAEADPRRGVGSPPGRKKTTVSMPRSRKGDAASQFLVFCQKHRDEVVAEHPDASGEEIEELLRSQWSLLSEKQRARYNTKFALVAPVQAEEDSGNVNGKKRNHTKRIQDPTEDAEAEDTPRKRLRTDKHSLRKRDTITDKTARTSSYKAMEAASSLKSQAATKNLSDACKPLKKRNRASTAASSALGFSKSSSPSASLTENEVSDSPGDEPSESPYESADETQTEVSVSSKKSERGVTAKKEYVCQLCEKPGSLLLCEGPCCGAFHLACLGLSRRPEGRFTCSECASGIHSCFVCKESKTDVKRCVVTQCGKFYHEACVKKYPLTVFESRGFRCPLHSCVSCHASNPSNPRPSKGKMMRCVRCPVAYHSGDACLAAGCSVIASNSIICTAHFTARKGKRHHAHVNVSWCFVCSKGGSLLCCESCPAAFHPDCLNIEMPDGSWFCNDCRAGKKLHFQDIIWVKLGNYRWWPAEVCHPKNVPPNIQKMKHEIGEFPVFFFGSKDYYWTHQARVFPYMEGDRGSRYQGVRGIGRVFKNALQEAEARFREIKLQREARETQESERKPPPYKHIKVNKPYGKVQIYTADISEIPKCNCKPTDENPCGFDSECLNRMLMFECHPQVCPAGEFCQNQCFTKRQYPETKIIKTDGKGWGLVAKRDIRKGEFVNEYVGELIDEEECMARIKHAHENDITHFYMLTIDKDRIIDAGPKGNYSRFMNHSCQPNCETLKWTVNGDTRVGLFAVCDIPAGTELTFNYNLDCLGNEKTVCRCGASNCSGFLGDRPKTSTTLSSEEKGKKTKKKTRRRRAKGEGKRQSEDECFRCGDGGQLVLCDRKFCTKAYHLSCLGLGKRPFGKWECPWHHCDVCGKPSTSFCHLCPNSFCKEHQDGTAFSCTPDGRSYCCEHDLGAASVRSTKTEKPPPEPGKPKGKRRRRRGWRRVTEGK
* hit, by the source's call. Not all compounds are listed, so the mix of outcomes need not match the whole.

cpd	structure	NSD2 HMT inh
1	CC(C)CNC(=O)C1(C)CCCCCN1C(=O)c1cc(C#N)cs1 (stereo not drawn)	0
2	COCCNC(=O)C1(C)CCCN(C(=O)c2ccc3c(c2)OCO3)C1 (stereo not drawn)	-3
3	Cc1cc(C)c(C(=O)Nc2ccc3c(c2)OCCO3)c(C)c1	0
4	CCCN(C(=O)CSCc1ccc(C)cc1)c1c(N)n(Cc2ccccc2)c(=O)[nH]c1=O	1
5	O=C(NC(c1ccc(-c2ccccc2)cc1)c1cnccn1)C1CCN(CCOc2ccc(F)cc2)CC1 (stereo not drawn)	-3
6	Cc1cc2c3ccccc3[nH]c(=O)n2n1	1
7	COc1cccc(CNC(=O)[C@H]2CCCN2C(=O)[C@H]2CCCN2C(=O)c2cccc(Cl)c2)c1	-2
8	Cc1cc(C(O)c2ncc(-c3ccc(Cl)cc3)[nH]2)ccc1F (stereo not drawn)	5
9	O=C(O)CC1NC(=S)N(Cc2ccccc2)C1=O (stereo not drawn)	7
10	OC(Cc1cccc(C=NN2CCOCC2)n1)(C(F)(F)F)C(F)(F)F	1
11	COc1ccc(-c2cc(NC=O)c3ncc(-c4cccc(C(=O)N(C)C)c4)n3c2)cn1	0
12	Nc1[nH]c(C(=O)c2ccccc2)c(-c2ccc(Br)cc2)c1C(=O)N1CCN(CCO)CC1	-1
13	CCCC(=O)N1CCCC1(C)C(=O)NCc1ccc(F)cc1Cl (stereo not drawn)	2
14	COc1ccc(-c2cc(C(=O)N/N=C/C(C)=C\c3ccco3)[nH]n2)cc1	0
15	COc1ccc(-c2cc(NC(C)=O)c3ncc(-c4ccc(OC)c(OC)c4)n3c2)cc1OC	14
16	Cc1ccc(-c2csc(C(O)c3ccccc3)n2)cc1C (stereo not drawn)	-3
17	CCC(=O)N1CCC1(C)C(=O)NCc1ccc(SC)cc1 (stereo not drawn)	1
18	CNc1nc(NCC2CCCCC2)c2sccc2n1	3
19	COc1ccc(C2C(C(=O)Nc3c(C)cccc3C)CCC(=O)N2c2ccc(OC)cc2)cc1 (stereo not drawn)	2
20	CCc1nc2c(OCc3ccccc3C)cccn2c1N(C)C(=O)C(C)C	1
21	CC(=O)N1CCN(C2=NC(=O)N(c3ccc(Br)cc3)C(=O)C2)CC1	-8
22	Cc1c(C(=O)NCc2ccc(C(C)C)cc2)sc(=O)n1Cc1cccc(F)c1	-4
23	O=C(CSc1nnc(-c2cccs2)o1)c1ccc(F)cc1	0
24	CC(C)C(N)c1csc(NC(=O)Nc2ccc(OC(F)(F)F)cc2)n1 (stereo not drawn)	-1
25	O=C(NCCc1ccc(Cl)cc1)c1cccc(S(=O)(=O)N2CCCC2)c1	-2
26	CCCNC(=O)C1(C)CCN1C(=O)Cc1ccc(C(C)(C)C)cc1 (stereo not drawn)	-2
27	CC1(C(=O)Nc2ccc3nc[nH]c3c2)CCN1C(=O)CCc1ccccc1 (stereo not drawn)	-3
28	O=C(c1ccc(F)cc1F)N(Cc1ccccn1)CC1CCCO1 (stereo not drawn)	1
29	CCNC(=O)C1(C)CCN(C(=O)c2ccccc2F)C1 (stereo not drawn)	-1
30	CCOc1ccc(S(=O)(=O)N2CCCCC2)cc1NC(=O)Cc1ccc(OC)cc1	0
31	Clc1ccc(-c2nnc(SCc3cccc4ccccc34)n2-c2ccc(Cl)cc2)cc1	1
32	O=C(NCC1CC1)NC(=O)c1ccccc1F	1
33	CCn1c(=O)n(CC(=O)N2CCC(C)CC2)c(=O)c2ccccc21	0
34	C1=CC2(C=C1)OC21CCC2(C=CC3(C2)OC3C2CCCCC2)CC1 (stereo not drawn)	-1
35	N#CCN(C(=O)CSc1nnc(C2CC2)n1C1CC1)c1ccccc1	-4
36	CC1(C(=O)NS(=O)(=O)c2ccc(Br)cc2)CCN1C(=O)CCC1CCCC1 (stereo not drawn)	1
37	O=C(Nc1nnc([C@H]2C[C@H](O)[C@@H](CO)O2)s1)NC1CCCCC1	3
38	O=C(NCc1cccnc1)c1ccc2nc([C@@H]3O[C@H](CO)[C@H](O)[C@H](O)[C@H]3O)[nH]c2c1	0
39	O=S(=O)(c1ccccc1F)N1CCC(c2nc3ccccc3o2)CC1	4
40	CC1(C(=O)NS(=O)(=O)c2cccc(F)c2)CCN1C(=O)Cc1cccs1 (stereo not drawn)	-1
41	Cc1cccc(NC(=O)C2CCCN2S(=O)(=O)c2cccnc2)c1C (stereo not drawn)	-2
42	O=C(Nc1ccccc1)c1cc(C2CCCCN2C(=O)CCc2ccccc2)on1 (stereo not drawn)	-5
43	CCc1nc2c(OCc3ccc(F)c(F)c3)cccn2c1N(C)C(=O)CC(C)C	-1
44	O=C(CCC1CCN(C(=O)CC2=CCCCC2)CC1)NCc1ccc(F)cc1	-8
45	CC(C)(C)c1ccc(C(=O)C2CC2)cc1	11
46	CCc1nc2ccc(C(=O)NCCOc3ccc(OC)cc3)cn2c1N(CCC(C)C)CCN(C)C	3
47	O=C(CNC(=O)N1CC(=O)Nc2ccccc21)NCc1ccc(F)cc1	-2
48	Cc1nc(Cn2c3ccc(NC(=S)NC4CCCCC4)cc3c(=O)n2C)cs1	-2
49	CC(C)NC(=O)C1(C)CCCN1C(=O)c1ccc2c(c1)C(C)(C)CCC2(C)C (stereo not drawn)	-1
50	CCOC(=O)C1(C)CCN1C(=O)c1cc(C)n(C(C)(C)C)n1 (stereo not drawn)	-9
51	COCCNc1nc(NCc2ccc(C)cc2C)c2sccc2n1	2
52	COc1ccccc1CNC(=O)C1(C)CCN1C(=O)C1(c2ccccc2)CC1 (stereo not drawn)	1
53	COCCN1C(=O)CN(S(C)(=O)=O)CC1(C)C(=O)NCc1ccccc1 (stereo not drawn)	-3
54	O=C(Nc1ccc(F)cc1)C(c1cccc(F)c1)N1CCN(C(=O)c2ccco2)CC1 (stereo not drawn)	8
55	COC(=O)c1cnn(-c2ccc(F)cc2F)c1/C=N/NC(=S)Nc1ccc(Cl)cc1	1
56	Nc1ncncc1-c1ccc(F)cc1	-8
57	NC(c1ccccc1)c1csc(NC(=O)Nc2cccc(C(F)(F)F)c2)n1 (stereo not drawn)	-2
58	CCn1c(SCc2ccccc2Cl)nnc1-c1ccccc1OC	18
59	Cc1cc(C)c(Nc2n[nH]c(=S)s2)cc1C	5
60	CC(=O)Oc1cc(C)c(Cl)c2c(OC(C)=O)cc(C(C)=O)c(O)c12	1

Next section:
cpd	structure	NSD2 HMT inh
61	O=C(Nc1ccccc1Cl)c1cc(C2CCCCN2C(=O)OCCF)on1 (stereo not drawn)	-1
62	NC(=O)c1cccc(Nc2nc(C(N)Cc3ccc(C(F)(F)F)cc3)cs2)n1 (stereo not drawn)	0
63	CN(C)S(=O)(=O)n1cc(/C=C(\NC(=O)c2ccccc2)C(=O)N2CCCCC2)c2ccccc21	1
64	O=c1[nH]c2cccc(Cl)c2c2ccccc12	-1
65	CCCCCCCCN1C(=O)[C@H](CC(=O)NCCC(C)C)C[C@@]2(C(=O)OC)CC(C)(C)CC=C12	-1
66	CC(C)COC(=O)N1CCCCC1c1cc(C(=O)NC(C)C)no1 (stereo not drawn)	0
67	COc1ccc(S(=O)(=O)NC(=O)C2(C)CCN2C(=O)c2ccc(C(F)(F)F)nc2C)cc1 (stereo not drawn)	0
68	Cc1cc(=O)oc2cc(OC(C)C(=O)N3CCOCC3)c(Cl)cc12 (stereo not drawn)	4
69	Cc1cc(O)ccc1-c1cc(C(=O)NCc2ccc(F)cc2)[nH]n1	0
70	COc1ccc(S(=O)(=O)NC(C)c2ccc3c(c2)OCCO3)cc1 (stereo not drawn)	1
71	Cc1ccc(F)c(S(=O)(=O)NC(=O)C2(C)CCN2C(=O)CCC2CCCC2)c1 (stereo not drawn)	-2
72	CC(C)(C)c1ccc(CC(=O)N2CCC2(C)C(=O)Nc2cnc3ccccc3c2)cc1 (stereo not drawn)	20
73	NS(=O)(=O)c1ccc(NCc2cnc3ccccc3c2)cc1	1
74	COCC1CCN(C(=O)c2ccc3oc(C(C)C)nc3c2)C1 (stereo not drawn)	7
75	COCCNC(=O)C1(C)CCCN(C(=O)c2ccc(F)c(Cl)c2)C1 (stereo not drawn)	14
76	Cc1ccc(S(=O)(=O)N2CCN(C(=O)c3cc(C4CC4)nn3-c3ccccc3)CC2)cc1	0
77	COc1ccc(OC)c(NS(=O)(=O)c2ccc(-n3cccn3)cc2)c1	0
78	CC(C)NC(=O)Nc1nnc([C@H]2C[C@H](O)[C@@H](CO)O2)s1	-1
79	CC(C)(C)c1ccc(Cc2nnc(SCC(=O)Nc3ccccc3F)[nH]c2=O)cc1	-2
80	COc1cccc(C2=NN(C(=O)C3CC3)C(O)(C(F)(F)F)C2)c1 (stereo not drawn)	-6
81	NS(=O)(=O)c1ccc(S(=O)(=O)N2CCCC(c3ccccc3)C2)cc1 (stereo not drawn)	-1
82	O=C(CC1CCCC1)N1CCN(S(=O)(=O)c2cccc(Br)c2)CC1	0
83	CCc1nc2ccc(C(=O)N3CCN(C)CC3)cn2c1N(C)CCC(C)C	4
84	O=C(CCCn1c(=S)[nH]c2ccsc2c1=O)Nc1ccc(F)cc1	2
85	OC(c1ccccc1)(c1ccccc1)C1CCN(CCCOc2ccc(F)cc2)CC1	2
86	O=C(NCC(=O)N1CCCCCCC1)c1ccc(Cl)c(Cl)c1	1
87	CC1(C(=O)NS(=O)(=O)c2ccc(Cl)cc2)CCN1C(=O)COc1ccc(Cl)cc1 (stereo not drawn)	-2
88	CN(CCC#N)c1ccc(C=C(C#N)c2ccc(Br)cc2)cc1	-1
89	CC1(C(=O)NCc2cccc3ccccc23)CCN1Cc1ccc(OC(F)(F)F)cc1 (stereo not drawn)	1
90	O=C(CSc1nc2ccccc2n1Cc1ccccc1)NN=Cc1c[nH]c2ccccc12	0

Arranged by the number under NSD2 HMT inh (high to low): 3 of the compounds above
cpd	SMILES	NSD2 HMT inh
83	CCc1nc2ccc(C(=O)N3CCN(C)CC3)cn2c1N(C)CCC(C)C	4
84	O=C(CCCn1c(=S)[nH]c2ccsc2c1=O)Nc1ccc(F)cc1	2
65	CCCCCCCCN1C(=O)[C@H](CC(=O)NCCC(C)C)C[C@@]2(C(=O)OC)CC(C)(C)CC=C12	-1

Copied from the list:
NSD2 HMT inh with cpd 62 stands at 0
NSD2 HMT inh with cpd 52 stands at 1

(listing goes on)
cpd	structure	NSD2 HMT inh
91	CC1(C(=O)NS(=O)(=O)C2CC2)CCN(C(=O)c2c(F)cccc2F)C1 (stereo not drawn)	-5
92	COc1ccc(-c2cc(-c3nnc(SCC(=O)Nc4nccs4)n3N)[nH]n2)cc1	-12
93	CNc1ncnc2c1ncn2[C@H]1CN(Cc2ccc(OC)cc2)C[C@@H](CO)O1	-3
94	Cc1ccc(S(=O)(=O)N2CCCC(C(=O)NCCc3ccc(Cl)cc3)C2)cc1 (stereo not drawn)	-2
95	O=C(Cn1nnc(-c2ccncc2)n1)Nc1ccc(F)cc1F	-5
96	COc1ccc(C(C)(O)c2nc(-c3ccc(C)c(C)c3)cs2)cc1 (stereo not drawn)	-5
97	CC(=O)Nc1cccc(-c2ccnc3c2CC(C)(C(=O)Nc2ccc(F)c(Cl)c2)O3)c1 (stereo not drawn)	4
98	Cc1onc(-c2c(F)cccc2Cl)c1C(=O)OCC(=O)N(C)c1ccccc1	-7
99	O=C(NC(c1ccc(Cl)cc1)c1cnccn1)C1CCN(CCOc2ccc(F)cc2)CC1 (stereo not drawn)	-1
100	COc1ccc(-c2csc(C(O)c3cccnc3)n2)cn1 (stereo not drawn)	3
101	COc1cc(C=Nn2c(-c3cc(C)[nH]n3)n[nH]c2=S)cc(Br)c1O	5
102	CCCNC(=O)C1(C)CCCN(C(=O)c2cccnc2Oc2ccccc2)C1 (stereo not drawn)	-3
103	Cc1ccccc1N1CCN(S(=O)(=O)c2ccc3c(c2)oc(=O)n3C)CC1	6
104	O=C(NCc1ccccc1)c1ccc(CS(=O)Cc2cccc(Cl)c2)o1 (stereo not drawn)	2
105	COc1ccc(/C(C)=N\NC(=O)c2ccco2)cc1	-7
106	O=C(CSc1nnc(-c2cccnc2)s1)Nc1ccc(Cl)c(C(=O)O)c1	0
107	COc1ccc(-c2cc3ccccc3c(=O)o2)cc1	-9
108	CCCNC(=O)C1(C)CCN(C(=O)Cc2ccc3ccccc3c2)C1 (stereo not drawn)	4
109	O=C(COC(=O)c1cccc(F)c1)Nc1cccc(S(=O)(=O)N2CCOCC2)c1	0
110	Cc1nc2c(OCc3ccc(Cl)cc3Cl)cccn2c1N(C)Cc1cccs1	2
111	CCOc1ccc(-n2c3nc4ccccc4nc3c3c(=O)n(Cc4ccco4)cnc32)cc1	1
112	Cn1c(CCN2CCN(c3ccccn3)CC2)nc2cc(NS(=O)(=O)c3ccc(F)cc3)ccc21	1
113	CN1C=CC(=C[N+](=O)[O-])N(C)C1=O	4
114	CCN(CC(=O)Nc1c(F)cccc1F)C(=O)CSCc1ccc(C)cc1	-5
115	O=C(c1ccc(F)cc1)c1c[nH]c(C(=O)NCC2CCCO2)c1 (stereo not drawn)	4
116	Cc1nnc(C)c2c(C)n(/N=C/c3cc(Br)ccc3O)c(C)c12	9
117	CCCN1CCN(C(=O)c2ccc(S(=O)(=O)N(C)c3ccccc3OC)cc2)CC1	5

Of the compounds above, these contain two or more sulfur atoms:
cpd	structure	NSD2 HMT inh
23	O=C(CSc1nnc(-c2cccs2)o1)c1ccc(F)cc1	0
40	CC1(C(=O)NS(=O)(=O)c2cccc(F)c2)CCN1C(=O)Cc1cccs1 (stereo not drawn)	-1
48	Cc1nc(Cn2c3ccc(NC(=S)NC4CCCCC4)cc3c(=O)n2C)cs1	-2
59	Cc1cc(C)c(Nc2n[nH]c(=S)s2)cc1C	5
81	NS(=O)(=O)c1ccc(S(=O)(=O)N2CCCC(c3ccccc3)C2)cc1 (stereo not drawn)	-1
84	O=C(CCCn1c(=S)[nH]c2ccsc2c1=O)Nc1ccc(F)cc1	2
92	COc1ccc(-c2cc(-c3nnc(SCC(=O)Nc4nccs4)n3N)[nH]n2)cc1	-12
106	O=C(CSc1nnc(-c2cccnc2)s1)Nc1ccc(Cl)c(C(=O)O)c1	0
